telomere uncapping – survival after telomere uncapping, modulators, primary screen, cell-based (AID 1259312); HCT116 + Ad-hTR-mut, survival, MTT, 5 d; active compounds read high; actives 4.5% (n = 4,500); fold change at 10 µM;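 active = cell survival measured by absorbance rises more than 2.5-fold over infected cells without compound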;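 also: virus expresses mutant telomerase RNA that uncaps telomeres and kills cells; compound added 2 days after infection so exposure lasts 3 days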
An asterisk follows results filed as active; i = inactive; & = joins results of further samples. The list is partial; rates above refer to the full screens.

SMILES	telomere uncapping
O=S(=O)(c1cccc2c(S(=O)(=O)N3CCOC(COc4ccccc4)C3)cccc12)N1CCOC(COc2ccccc2)C1 (stereo not given)	-2.2
COc1ccc(Oc2coc3cc(OC(=O)C(C)(C)C)ccc3c2=O)cc1	-1.4
COc1cccc(OC)c1-c1noc(CSc2nncn2C)n1	1.4
COc1cc(CSC(=N)N)c([N+](=O)[O-])cc1OC	-1.7
COc1cc(OC)cc(-c2nc(N)n[nH]2)c1	1.6
CC1=Nc2c(ccc3cccnc23)C1(C)C	-7.4
O=C1NC(=S)S/C1=C\c1ccsc1	-1
CCn1c(O)c(N=NC(=O)c2sc3ccccc3c2Cl)c2ccccc21	i
C=CCNC(=S)NNC(=O)C12CC3CC(CC(C3)C1)C2	-1.1
Cc1nn(-c2ccccc2)c(Cl)c1N=Nc1c(C)nn(-c2ccccc2)c1Cl	-1.5
CC1=CC(=O)c2ccccc2C1=O	-1.6
Cc1ccc(CNS(=O)(=O)N(C)C)cc1	-1.6
NC(CCCC(N)C(=O)O)C(=O)O (stereo not given)	-1.3
O=[N+]([O-])c1ccc(Cl)cc1NCCO	2.4
Cc1cc(C)c(C(=O)CSc2nccc(N)n2)c(C)c1	-2.2
Cc1nnc(NC(=O)c2cccs2)s1	1.3
C=CC(C)(O)CCCC(C)CCCC(C)CCCC(C)C (stereo not given)	-1.2
Oc1c(Br)cc(Br)cc1C=Nc1ccc(F)cc1	i
CCOC(CN1CCCCC1)OCC	1
O=C(O)CCn1c(O)c(C2=c3cc(Br)ccc3=NC2=O)sc1=S	i
O=C(NCSc1nc2ccccc2s1)c1ccco1	2.2
Cc1nc(N=C(N)N)nc2ccccc12	3.4*
Cn1c(-c2ccccc2Br)n[nH]c1=S	-2.5&-1.3
Cc1ccc2nc(-c3ccc(F)cc3)oc(=O)c2c1	-2.6
Oc1ccc2cc(Br)ccc2c1Br	-1.3

(cont.)
SMILES	telomere uncapping
CC(Nc1cc(N2CCNCC2)ccc1[N+](=O)[O-])C12CC3CC(CC(C3)C1)C2 (stereo not given)	-1.6
CCCC(C)NC(=O)N1CCOCC1 (stereo not given)	-1.2
CSc1sc(C)cc1/C=N/O	-1.7
CC(=O)OCC(=O)[C@@]1(O)CC[C@H]2[C@@H]3CCC4=CC(=O)CC[C@]4(C)[C@H]3C(=O)C[C@@]21C	-1.1
N#CCCN1CCn2c3c(c4cc(C5CCCCC5)ccc42)CCCC31 (stereo not given)	-2.3
O=[N+]([O-])c1cc(C(F)(F)F)cc([N+](=O)[O-])c1Sc1nnc(-c2cccc(Br)c2)o1	-1
COc1ccc2c(c1)CCc1sc(N)nc1-2	1.5
CN1CC(C(=O)Nc2ccc3c4c(cccc24)CC3)CC1=O (stereo not given)	1.1
COC(=O)C1=C(C)NC2=C(C(=O)CCC2)C1c1coc2ccc(Cl)cc2c1=O (stereo not given)	-1.1
O=C(c1cc([N+](=O)[O-])[nH]n1)N1CCOCC1	i
O=[N+]([O-])c1ccc(N=Cc2ccc(Br)o2)cc1	1.1
CCOC(=O)/C(C#N)=C/c1ccc(CC)s1	1.1
CCCCN(CCCC)S(C)(=O)=O	1
O=C1OCc2cc(NC(=O)c3n[nH]c(=O)c4ccccc34)ccc21	-1.1
COc1cc(C(c2ccccc2)(c2ccccc2)c2ccccc2)cc2c1NC(C)(C)C=C2C	2.2
C=CCOC1OC(COC(C)=O)C(OC(C)=O)C(OC(C)=O)C1OC(C)=O (stereo not given)	3.1*
Nc1ccc(S(=O)(=O)Nc2ccc3cn[nH]c3c2)cc1	-2.5
C/C=C/CS/C(=N/S(=O)(=O)c1ccc([N+](=O)[O-])cc1)Sc1ccc(Cl)cc1	-1.3
CCOC(=O)C1=C(C)OC2=C(C(=O)CC(C)(C)C2)C1c1ccc(CC)s1 (stereo not given)	1.3
COc1ccc(/C=C/C(=O)Oc2cc(-c3ccc(OC)cc3)c3oc(=O)sc3c2)cc1	-2
C=CCn1c(-c2cc3ccccc3cc2O)n[nH]c1=S	i
CC1(C)CC(=O)C(C=NC(CO)(CO)CO)=C(O)C1	i
O=C(CN(C1CCCCC1)S(=O)(=O)c1ccc(F)cc1)NCC1CCCO1 (stereo not given)	-1.9
Cc1ncc(C[n+]2csc(CCO)c2C)c(N)n1	1.2
CC1=C(C(=O)OC(C)C)C(c2cc3c(cc2Br)OCO3)C2=C(CCCC2=O)N1 (stereo not given)	-2.2

The results go on:
SMILES	telomere uncapping
Cc1ccc(OCCSc2nc3ncnc(N)c3[nH]2)cc1	-1.1
O=S(=O)(Nc1ccc2c(c1)oc1ccccc12)c1ccc(Oc2ccc(Br)cc2)cc1	-1.6
CCOC(=O)C1=C(C)NC2=C(C(=O)CC(C)(C)C2)C1c1cc(Br)cs1 (stereo not given)	1
FC(F)(F)C(c1ccc(I)cc1)(c1ccc(I)cc1)C(F)(F)F	-1.2
Cc1c(N=Cc2ccc(Sc3nnnn3-c3ccccc3)o2)c(=O)n(-c2ccccc2)n1C	-1.2
COc1nc2c([nH]1)C(c1ccc(OC(C)C)c(OC)c1)C(C#N)=C(N)O2 (stereo not given)	1.2
C1CCCN(c2nc3nonc3nc2N2CCCCCC2)CC1	-1
OC[C@@H]1OC(O)[C@@H](O)[C@H](O)[C@H]1O[C@H]1O[C@H](CO)[C@@H](O)[C@H](O)[C@H]1O (stereo not given in full)	3.8*
CC1(C)CC(=O)c2sc(N)nc2C1	-2.5
O=S(=O)(Nc1ccncc1)c1ccc(Cl)cc1	-1.2
CCc1nc(C#N)c(N2CCOCC2)o1	-1.1
CC(C)CCCC(C)C1CCC2C3CC=C4CC(O)CCC4(C)C3CCC12C (stereo not given)	1.5
Cc1sc2ncnc(Nc3ccc4c(c3)OCCO4)c2c1C	-2.7
O=C(Nc1ccc(Br)cc1)C1CC(=O)N(c2ccc(F)cc2)C1 (stereo not given)	1.3
CCOC(=O)C1CCN(C(=O)N2CCOCC2)CC1	-1.1
CCCCC(CC)C(=O)NC(C)COC (stereo not given)	-1.2
CCN(CC)CCCNC(=O)C(C)C	-1.1
C=CCN(CC=C)C(=O)C1c2ccccc2Oc2ccccc21	-1.4
Cc1cc(=O)n2c3c(cc(S(=O)(=O)NC4CC4)cc13)CC2	-2.8
O=C1OC(c2ccccc2)=N/C1=C\c1ccc(F)cc1	-3.5
Cc1cccc(N2CCC(N=CN3CCOCC3)=N2)c1	2.6*
O=[N+]([O-])c1ccc(Sc2ccccn2)c(Cl)c1	1
c1ccc(-c2ccnc(-c3cc(-c4ccccc4)ccn3)c2)cc1	-1.9
O=C(CCCOc1ccc(Cl)cc1Cl)Nn1cnnc1	2.8*
O=C1ON=C(c2cccc(I)c2)/C1=C/c1ccc(Cl)cc1Cl	-1.1

Carrying on.
SMILES	telomere uncapping
CN(C)Cc1cc(C=NC2CCCCC2)c(S)s1	i
Cc1cc(C(=O)NC(C(=O)O)C(C)C)co1 (stereo not given)	1.3
COCCCN1C(=O)/C(=C/c2ccco2)SC1=S	-1.6
COC(=O)C1=C(Cn2ccc(C(F)(F)F)n2)NC(=O)NC1c1ccc(C)cc1C (stereo not given)	-2
Cn1cccc1/C=C(/C#N)C(N)=S	-1.6
O=C(O)CNC(=O)N1CCNC1=O	-1.5
O=C(Cc1ccc(Cl)cc1)c1c(O)cc(O)cc1O	1.2
O=C(C[n+]1cccc(Br)c1)c1ccc(Br)cc1	1.1
COc1ccc(C2C3CCC=C3C(C#N)=C(N)C2(C#N)C#N)cc1 (stereo not given)	-1.1
O=c1oc(/C=C/c2ccccc2)nc2ccccc12	1.2
CC(C)(C)c1cc(Br)cc(SSc2cc(Br)cc(C(C)(C)C)c2O)c1O	-1.2
COc1c(O)cc(C=NCCN)cc1I	-1.4
O=[N+]([O-])c1ccc2c(c1)oc1ccc(S(=O)(=O)N3CCOCC3)cc12	-1.2
O/N=C(\c1ccccc1)C(O)c1ccccc1 (stereo not given)	-1.9
O=C(Nc1ccc(S(=O)(=O)Nc2ncccn2)cc1)C1CCCO1 (stereo not given)	-1.5
CCCCc1cc(CCCC)n2nc(-c3ccccc3)cc2n1	-1.4
O=C(N=Nc1c(O)[nH]c2ccccc12)c1cc(Cl)sc1Cl	i
O=C1c2ccccc2C(=O)N1CC(O)CCl (stereo not given)	-1.1
N#CC1(C#N)[C@@H]2c3ccccc3C=CN2[C@@H](C(=O)c2ccccc2)[C@@H]1c1cccs1	1.4
CC(=O)c1c(C)nc(-c2cccs2)n1O	-1.9
O=C1C(O)=C(O)C(Br)=C/C1=C(\c1ccccc1S(=O)(=O)O)c1cc(Br)c(O)c(O)c1O	i
CCc1ccc(/C=C/c2nc3nc[nH]n3c(=O)c2[N+](=O)[O-])cc1	-1.3
CC1(C)[C@H]2CCC1(CS(N)(=O)=O)C(=O)C2	-1.4
O=C1N=C(N2CCOCC2)S/C1=C\C1=Cc2ccccc2OC1	-1.3
O=c1c(C=NCCN2CCOCC2)c(C(F)(F)F)[nH]n1-c1nc2ccccc2s1	i

Reformatted: results already given
compound | telomere uncapping
Cc1cc(C(=O)NC(C(=O)O)C(C)C)co1 (stereo not given) | 1.3
COCCCN1C(=O)/C(=C/c2ccco2)SC1=S | -1.6
COC(=O)C1=C(Cn2ccc(C(F)(F)F)n2)NC(=O)NC1c1ccc(C)cc1C (stereo not given) | -2
Cn1cccc1/C=C(/C#N)C(N)=S | -1.6
O=C(O)CNC(=O)N1CCNC1=O | -1.5
O=C(Cc1ccc(Cl)cc1)c1c(O)cc(O)cc1O | 1.2
O=C(C[n+]1cccc(Br)c1)c1ccc(Br)cc1 | 1.1

(list continues)
SMILES	telomere uncapping
Cc1cc2ncn(C(=O)N3CCOCC3)c2cc1C	-1.3
O=S(=O)(c1ccc(Cl)s1)N1CCN(c2ccccc2)CC1	-1.2
CSc1nc2ccc(S(=O)(=O)N3CCc4ccccc43)cc2s1	2.1
O=[N+]([O-])c1cccc(-n2cccc2)c1	-1.2
O=C1CC(=O)N(c2ccc(Br)cc2)N1	-1.3
N#Cc1sc2nc(-c3cccs3)ccc2c1N	5*
Cn1nccc1C(=O)Nc1nc2ccccc2s1	-1.5
COc1ccc(-c2csc(=Nc3ccccc3)n2-c2ccccc2)cc1F	-6.9
CC(=O)c1c(C)cc(C)c(CSc2nc(C)cc(=O)[nH]2)c1C	i
Cc1c(/C=N/c2ccc(I)o2)c(=O)n(-c2ccccc2)n1C	-3.2
O=C1ON=C(c2ccccc2)/C1=C/c1ccc2c(c1)OCO2	-1.8
O=[N+]([O-])c1cc(C(F)(F)F)cc([N+](=O)[O-])c1Sc1ncc(-c2ccccc2)[nH]1	1.2
O=C(c1cccs1)N1CCc2ccccc21	-7.2
CN(c1ccccc1)S(=O)(=O)c1ccc(F)cc1	-1.4
CC(C)(C)NC(=S)Nc1ccccc1	-1.7
O=c1cc(CO)oc(C(Nc2nccs2)c2ccc(F)cc2)c1O (stereo not given)	1
Nc1cc2[nH]c(=O)[nH]c2cc1N	-1.3
Cc1cc(C)c(C(=O)CSc2nnc(-c3ccco3)o2)c(C)c1	1.3
O=c1c2c3c(sc2nc2n1CCC2)CCCC3	-1.7
OCCn1c(SCc2ccccc2)nc2ccccc21	-1.5
O=C1CC(c2ccc(I)cc2)c2ccc3ccccc3c2N1 (stereo not given)	-1.9
O=C1NC(=O)/C(=C/c2ccc(I)o2)S1	-1.8
O=C(NC1(C(=O)O)CCc2ccccc21)OCC1c2ccccc2-c2ccccc21 (stereo not given)	-1.2
CN1CC=C2[C@H](C1)[C@@H](c1ccccc1F)C(C#N)=C(N)C2(C#N)C#N	1.1
O=c1[nH]n2cc(-c3n[nH]c(-c4cnc5c(Br)c(=O)[nH]n5c4)c3[N+](=O)[O-])cnc2c1Br	3.5*

8 entries out of the list, arranged by molar mass, descending.
SMILES	telomere uncapping
COc1ccc(-c2csc(=Nc3ccccc3)n2-c2ccccc2)cc1F	-6.9
CN1CC=C2[C@H](C1)[C@@H](c1ccccc1F)C(C#N)=C(N)C2(C#N)C#N	1.1
O=C1NC(=O)/C(=C/c2ccc(I)o2)S1	-1.8
CN(c1ccccc1)S(=O)(=O)c1ccc(F)cc1	-1.4
N#Cc1sc2nc(-c3cccs3)ccc2c1N	5*
O=C1CC(=O)N(c2ccc(Br)cc2)N1	-1.3
O=c1c2c3c(sc2nc2n1CCC2)CCCC3	-1.7
O=C(c1cccs1)N1CCc2ccccc21	-7.2

Going on with the list:
SMILES	telomere uncapping
O=C(O)c1ccc2c(c1)C1C=CCC1C(c1cccc3ccccc13)N2 (stereo not given)	-1.2
CCOC(=O)/C(C#N)=C/Nc1ccsn1	2.1
CC(=O)Nc1nonc1NC(=O)c1sc2ccccc2c1Cl	1.2
COc1ccc2c(CN(C)CCC#N)cc(=O)oc2c1	-1
Nc1ccc2c(c1)SSc1cc(N)ccc1-2	2.5
N#CC1=C(N)SC(c2cccs2)C(C#N)=C1N (stereo not given)	-1.2
CCCC(C)NS(=O)(=O)c1c(C)cc(C)cc1C (stereo not given)	-1.2
O=c1c(O)c(-c2ccc(O)c(O)c2)oc2cc(O)cc(O)c12	-2.3
COc1ccc(OC)c(S(=O)(=O)c2c(OC)ccc(OC)c2C(=O)O)c1	1
COc1ccc(-c2nc(-c3cccnc3)no2)cc1	-1.7
O=S1(=O)NC(=NCCOCc2ccc(Cl)cc2)c2ccccc21	i
Cn1c(-c2ccccc2)c(-c2ccccc2)[nH]c1=S	-2.4
CC1=C(C(=O)OC(C)C)C(c2coc3ccc(C)cc3c2=O)C2=C(CC(C)(C)CC2=O)N1 (stereo not given)	-1.2
O=[N+]([O-])c1cccc(S(=O)(=O)N2CCCC2)c1	3.3*
CC(C)(C)c1ccc(-c2nc(NCCO)c3ccccc3n2)cc1	-6.6
O=C(Nc1nonc1NC(=O)C12CC3CC(CC(C3)C1)C2)C12CC3CC(CC(C3)C1)C2	-1.7
Cn1ccnc1/C(=N\O)c1ccc([N+](=O)[O-])cc1	i
OCCn1c(SCCOc2ccccc2F)nc2ccccc21	1.3
CCCCCCCCCCCC(=O)Nc1nccs1	-1.4
Cc1ccsc1C1NC(=O)c2c(sc3c2CCCC3)N1 (stereo not given)	-1.4
O=[N+]([O-])c1ccc(Nc2ccc3c(c2)OCCO3)nc1	-1.9
COC(=O)/C(C#N)=C\c1cccn1C	4.2*
CC1CC(C)CN(C(=O)N2CCOCC2)C1 (stereo not given)	1.1
O=c1[nH]c(SCCOc2ccccc2F)nc2ccccc12	i
O=C(Nc1nccs1)C12CC3CC(CC(C3)C1)C2	1.5
